RNase H inhibition: RNase H inhibition, HIV 1 Gag Pol polyprotein, FRET biochemical assay, screening (AID 372); HIV-1 RT RNase H, FRET RNA/DNA substrate fluorescence; higher % means a stronger effect; one-dose inhibition, % at 10 µM; IC50 in µM for titrated hits; 100,000 tested, 0.77% active; in the data active = inhibition above about 50%
Starred values were filed as active, the others as inactive. These rows are one share of the data; count on the stated rates, not on these rows.

SMILES	RNase H inhibition
CC(C)(C)NC(=O)c1cccc(NC(=O)c2ccc(-c3ccccc3)cc2)c1	14%
Cc1ccc2nc(NC(=S)NC(=O)c3ccc(-c4ccccc4)cc3)sc2c1	7%
CCCOc1ccc(C2C(C#N)=C(C)NC3=C2C(=O)CC(C)(C)C3)cc1OC (stereo not drawn)	0%
O=C(N/N=C/c1ccc(O)cc1)c1cc(Br)ccc1O	3%
CSCCC(NC(=O)/C(=C\c1ccco1)NC(=O)c1ccco1)C(=O)O (stereo not drawn)	0%
COc1ccc2oc(=O)c(C(=O)Nc3ccccc3C(=O)O)cc2c1	2%
COc1ccccc1N1CCN(C(=O)C2C3C=CC(C3)C2C(=O)O)CC1 (stereo not drawn)	0%
O=C(Nc1cccc2ccccc12)c1ccc(CN2CCc3ccccc3C2)cc1	14%
COc1ccc(OC)c(NC(=O)C(N)=O)c1	15%
COc1cc([N+](=O)[O-])ccc1NC(=O)c1ccc(C)c(C)c1	13%
CN(C)c1ccc(-c2c(C#N)c(N)[nH]c(=S)c2C#N)cc1	11%
Cc1cc(I)ccc1N1C(=O)C2C3c4ccccc4C(C)(c4ccccc43)C2C1=O (stereo not drawn)	7%
COc1ccc(/C=N\NC(=O)C2COc3cc4ccccc4cc3O2)cc1Br (stereo not drawn)	21%
Cc1c(Cc2ccccc2)c(Nc2ccc(Cl)cc2)n2c(nc3ccccc32)c1C#N	21%
O=c1oc2cc(OCc3ccccc3F)ccc2c2c1CCCC2	13%
Cc1ccc(/C=C/C(=O)Nc2ncc(Cc3cc(Cl)ccc3Cl)s2)cc1	24%
Cc1ccc(CNC(=O)CN(c2ccc(Cl)c(C(F)(F)F)c2)S(C)(=O)=O)cc1	9%
Cc1cccc(NC(=O)C(=O)NCc2ccc3c(c2)OCO3)c1C	0%
COc1ccc(-c2ncnn2-c2cccc(C(F)(F)F)c2)cc1OC	8%
COc1ccc(-n2nc3cc(C)c(NC(=O)c4cc(Br)ccc4Cl)cc3n2)cc1	12%
CCc1[nH]nc(C(=O)N/N=C/c2cccnc2)c1C	3%
COc1ccccc1CNc1ccc2cn[nH]c2c1	10%
COc1cccc2c1NC(c1cccc(Cl)c1Cl)C1CC=CC21 (stereo not drawn)	3%
CSc1ccc(/C=C2/SC(=S)N(CC(=O)O)C2=O)cc1	12%
COC(=O)C(CC(C(=O)OC)C(=O)OC)C(=O)OC	2%
CCOC(=O)C1=C(C)NC(=O)CC1c1ccc(Cl)cc1Cl (stereo not drawn)	8%
O=C(Nc1ccccc1C(F)(F)F)c1ccc2ccccc2c1	3%
COc1ccccc1N1CCN(Cc2ccc(OC)c(C)c2C)CC1	15%
Cc1ccc(/C=N/NC(=O)Cc2ccccc2)c(O)c1	10%
O=C(N/N=C\c1ccccc1O)c1cncc(Br)c1	8%
CCOc1ccc(C(O)c2nccn2CC)cc1 (stereo not drawn)	6%
O=C(/C=C/c1ccco1)Nc1cccc(-c2nc3ccccc3s2)c1	20%
COc1ccc(N2C(=O)C3C4C=CC(O4)C3C2=O)cc1 (stereo not drawn)	0%
CC(CNC(=O)c1ccc(F)cc1)CN(C)C (stereo not drawn)	0%
CCOc1ccc(NC(=O)CSCc2ccccc2Cl)cc1	20%
O=C(Cc1ccccc1)Nn1c(O)c(C2=c3ccccc3=NC2=O)sc1=S	7%
COc1cccc(C(=O)NNC(=O)CCCOc2ccc(Cl)cc2Cl)c1	0%
Oc1ccc2ccccc2c1C=NN1CCN(Cc2ccccc2)CC1	8%
COc1ccc(NC2=C(Cl)C(=O)N(c3cccc(C(F)(F)F)c3)C2=O)cc1	13%
COc1ccccc1/C=C/C(=O)c1c(-c2ccccc2Cl)c2cc(Br)ccc2[nH]c1=O	38%
COc1ccc(/C=C/C(=O)O)cc1S(=O)(=O)N1CCCCCC1	9%
CCOC(=O)C1=C(CC)OC(N)=C(C#N)C1c1ccc(Cl)cc1Cl (stereo not drawn)	18%
COc1cc(/C=C2\C(=O)NC(=O)N(c3ccc(Br)cc3C)C2=O)cc(OC)c1O	19%
Cc1occc1C(=O)N/N=C/c1ccc(-c2cccc([N+](=O)[O-])c2)o1	14%
O=C1OC(c2ccc(Cl)cc2)=C/C1=C\c1ccc(-c2ccccc2C(=O)O)o1	10%
COc1ccc(C(=O)/C=C/Nc2ccc(Cl)cc2O)cc1	20%
Cn1ncc([N+](=O)[O-])c1/C=C/N1CCOCC1	7%
Cc1cc(C)c(NC(=S)NC(=O)/C=C/c2ccco2)c([N+](=O)[O-])c1	0%
Cc1ccc(OCC(=O)Oc2ccc(C(=O)c3ccccc3)cc2C)c(C)c1	0%
Cc1cc(C)nc(/N=C(/NC(=O)Nc2ccc(Cl)c(Cl)c2)Nc2ccc(F)c([N+](=O)[O-])c2)n1	22%
COc1ccc(/C(O)=C2\C(=O)C(=O)N(CCc3ccccc3)C2c2cccc(F)c2)cc1 (stereo not drawn)	8%
C/C(=N\NC(=O)c1ccc(Br)o1)c1cccs1	0%
Cc1ccc(-c2csc(/C(C#N)=C/Nc3ccc(Br)cc3)n2)cc1	10%
CCCOc1cccc(C(=O)Nc2cccc(NC(=O)c3cccc(Cl)c3)c2)c1	4%
Cc1c(Cl)cccc1NC(=O)/C(C#N)=C/c1cccc(O)c1	10%
COc1ccc(C2=C/C(=C/c3cccs3)C(=O)O2)cc1	7%
CC(=O)Nc1ccc2nc(SCC(=O)NCCOc3ccc(Cl)cc3)sc2c1	16%
COC(=O)c1ccccc1NC(=O)Nc1ccc(Cl)cc1	6%
CC(C)NC(=O)c1ccc(CN2CCC(Cc3ccccc3)CC2)cc1	0%
COc1ccc(Br)cc1C1C(C#N)=C(N)OC2=C1C(=O)CCC2 (stereo not drawn)	8%

Remaining list, next part
SMILES	RNase H inhibition
CC1(C)CC(=O)C2=C(C1)OC(c1ccccc1)=CC2c1ccccc1 (stereo not drawn)	19%
COc1cc(OC)cc(C(=O)Nc2ccc(N3CCN(C(=O)c4ccccc4)CC3)cc2)c1	31%
COc1cc(C(=O)Nc2cccc(Br)c2)c([N+](=O)[O-])cc1OC	11%
Cc1ccc(S(=O)(=O)N2CCN(c3cccc(C)c3)CC2)cc1	14%
CSc1nnc2c(n1)OC(c1ccc(-c3ccc(C)c(Cl)c3)o1)N(C(C)=O)c1ccccc1-2 (stereo not drawn)	13%
O=C(CCC(=O)Nc1ccc(I)cc1)N/N=C/c1ccc(Br)cc1	8%
Nc1nc(-c2cc3ccccc3oc2=O)cs1	6%
COc1ccc(CNC(=O)c2cc(Cl)ccc2OC)cc1	0%
CCc1cc2c(C)cc(=O)oc2cc1OCC(=O)O	14%
O=C(Nc1ccccc1C(=O)O)c1ccc(Oc2cccc(C(=O)Nc3ccccc3C(=O)O)c2)cc1	3%
C/C(=N\N=C1\NC(=O)C(CC(=O)Nc2ccc(C)c(Cl)c2)S1)C(C)C (stereo not drawn)	0%
O=C(N/N=C/c1cc([N+](=O)[O-])ccc1Cl)c1ccccc1[N+](=O)[O-]	23%
Oc1c(Cl)cc(Cl)cc1C=Nc1ccc(Cl)c(Cl)c1	15%
COc1cc(/C=N/Nc2nc(N3CCCCC3)nc(N3CCCCC3)n2)cc(Cl)c1O	18%
Cc1ncc([N+](=O)[O-])n1Cc1ccc(Cl)cc1	32%
Cc1oc(C(=O)Nc2ccc(C(=O)O)cc2)cc1COc1ccccc1	0%
Cc1ccc(C)c(OCC(O)CN2CCCC(C)C2)c1 (stereo not drawn)	11%
CCOc1ccc(C=NCC2(c3ccccc3)CCCC2)cc1OC	2%
O=C(Cc1ccccc1)Nc1cc(Cl)cc(Cl)c1	5%
COc1ccc2c(Cl)c(C(=O)NC3CCS(=O)(=O)C3)sc2c1 (stereo not drawn)	23%
Cc1cc(I)ccc1S(=O)(=O)NCc1ccccn1	8%
COCCOC(=O)C1=C(C)NC(=O)NC1c1ccc(Cl)cc1 (stereo not drawn)	3%
CC(Nc1cccc2ccccc12)C(=O)N/N=C/c1ccc(Cl)cc1Cl (stereo not drawn)	12%
COc1ccccc1N1CCN(C/C=C/c2ccc(N(C)C)cc2)CC1	22%
CCC(C)c1ccccc1OCCOc1ccccc1/C=C1\SC(=O)NC1=O (stereo not drawn)	46%
Cc1cccc(N2CCN(C(=O)c3cccc(Br)c3)CC2)c1C	5%
O=C(c1ccncc1)N1CCN(S(=O)(=O)c2ccc(Cl)cc2)CC1	4%
CC1=C(C(=O)OC(C)C)C(c2ccc3c(c2)OCO3)C(C(=O)OC(C)C)=C(C)N1	17%
NC(=O)c1nn2c(C(F)(F)F)cc(-c3ccco3)nc2c1Cl	5%
Cc1ccc(C(=O)NC2CC(C)(C)NC(C)(C)C2)cc1[N+](=O)[O-]	15%
COc1ccc(OC)c(/C=C2/N=C(c3ccccc3)OC2=O)c1	0%
Cc1cc(C)c(N=Cc2c(O)n(-c3ccc(Cl)cc3)c(=O)[nH]c2=O)c(C)c1	1%
O=C(c1ccccc1)c1cc(Cl)ccc1N=CC1=C(O)c2ccccc2C1=O	4%
NC(=O)CCSC(=S)NCCc1ccccc1	3%
COc1ccc(OCCCCNCCO)cc1	7%
CCc1ccccc1N(CC(=O)Nc1ccc(I)cc1)S(C)(=O)=O	5%
O=C(Nc1cccc(-c2csc(-c3ccccc3)n2)c1)c1cc2ccccc2oc1=O	0%
Cc1ccc(C=C2C(=O)N(C)C(=S)N(C)C2=O)s1	16%
COc1ccccc1N1CCN(C(=O)c2ccc(CN(c3cc(Cl)ccc3C)S(=O)(=O)c3ccccc3)cc2)CC1	1%
CN(C)Cn1c2ccccc2c2ccccc21	6%
CCN(CC)C(=O)c1sc(NC(=O)c2ccco2)c(C(=O)OC(C)C)c1C	14%
CCCOc1cccc(C(=O)Nc2cc3nn(-c4ccccc4)nc3cc2C)c1	15%
Cc1[nH]n(-c2ccc(Cl)cc2)c(=O)c1C=Nc1ccc(S(=O)(=O)Nc2nccs2)cc1	5%
COc1ccc(C2CC(=O)C(C)(C)O2)cc1 (stereo not drawn)	0%
CCC1=NN2C(=N)/C(=C/c3ccc(-c4ccc(C(=O)O)cc4)o3)C(=O)N=C2S1	4%
CCOC(=O)c1ccc(NC(=O)/C=C/c2ccccc2O)cc1	6%
O=C(NC(=S)NCc1ccccc1)c1ccco1	8%
O=C1C=CC2=C3Oc4c(ccc5cc(O)ccc45)C(c4ccccc4C(=O)O)C3C=CC2=C1 (stereo not drawn)	48%
CCOc1c(Br)cc(Br)cc1C=Nc1c(C)n(C)n(-c2ccccc2)c1=O	6%
O=C(Nc1cccc(-c2nc3ncccc3o2)c1)c1ccc(OCc2ccccc2)cc1	9%
COc1ccc(Cl)cc1C(=O)Nc1ccc(F)cc1	0%
Cc1cc(/C=C2\NC(=O)NC2=O)c(C)n1-c1ccc(N(C)C)cc1	14%
CN1CCC(N(C)Cc2c3ccccc3cc3ccccc23)CC1	7%
Cc1cccc(NC(=O)COc2ccc3ccccc3c2)c1C	0%
CCOC(=O)C(=O)Nc1ccc(S(=O)(=O)Nc2nccc(C)n2)cc1	0%
O=c1oc2ccc3ccccc3c2cc1-c1csc(-c2cc3c(ccc4ccccc43)oc2=O)n1	2%
CN(C)c1ccc(/C=C2\C(=O)NC(=O)N(c3ccc(Cl)cc3)C2=O)cc1Br	0%
CC1CN(C2=NC(=O)/C(=C\c3cccc(O)c3)S2)CC(C)O1 (stereo not drawn)	0%
O=[N+]([O-])c1ccc2nc(Sc3nnc(-c4ccccc4)n3-c3ccccc3)sc2c1	11%
COc1ccc(/C=N/N(C)C2=NS(=O)(=O)c3cc([N+](=O)[O-])ccc32)cc1	17%

At a glance, some entries already given:
SMILES	RNase H inhibition
CCN(CC)C(=O)c1sc(NC(=O)c2ccco2)c(C(=O)OC(C)C)c1C	14%
CCCOc1cccc(C(=O)Nc2cc3nn(-c4ccccc4)nc3cc2C)c1	15%
Cc1[nH]n(-c2ccc(Cl)cc2)c(=O)c1C=Nc1ccc(S(=O)(=O)Nc2nccs2)cc1	5%
COc1ccc(C2CC(=O)C(C)(C)O2)cc1 (stereo not drawn)	0%
CCC1=NN2C(=N)/C(=C/c3ccc(-c4ccc(C(=O)O)cc4)o3)C(=O)N=C2S1	4%
CCOC(=O)c1ccc(NC(=O)/C=C/c2ccccc2O)cc1	6%
O=C(NC(=S)NCc1ccccc1)c1ccco1	8%
O=C1C=CC2=C3Oc4c(ccc5cc(O)ccc45)C(c4ccccc4C(=O)O)C3C=CC2=C1 (stereo not drawn)	48%
CCOc1c(Br)cc(Br)cc1C=Nc1c(C)n(C)n(-c2ccccc2)c1=O	6%
O=C(Nc1cccc(-c2nc3ncccc3o2)c1)c1ccc(OCc2ccccc2)cc1	9%
COc1ccc(Cl)cc1C(=O)Nc1ccc(F)cc1	0%
Cc1cc(/C=C2\NC(=O)NC2=O)c(C)n1-c1ccc(N(C)C)cc1	14%
CN1CCC(N(C)Cc2c3ccccc3cc3ccccc23)CC1	7%
Cc1cccc(NC(=O)COc2ccc3ccccc3c2)c1C	0%
CCOC(=O)C(=O)Nc1ccc(S(=O)(=O)Nc2nccc(C)n2)cc1	0%
O=c1oc2ccc3ccccc3c2cc1-c1csc(-c2cc3c(ccc4ccccc43)oc2=O)n1	2%
CN(C)c1ccc(/C=C2\C(=O)NC(=O)N(c3ccc(Cl)cc3)C2=O)cc1Br	0%
CC1CN(C2=NC(=O)/C(=C\c3cccc(O)c3)S2)CC(C)O1 (stereo not drawn)	0%
O=[N+]([O-])c1ccc2nc(Sc3nnc(-c4ccccc4)n3-c3ccccc3)sc2c1	11%
COc1ccc(/C=N/N(C)C2=NS(=O)(=O)c3cc([N+](=O)[O-])ccc32)cc1	17%

Additional entries follow.
SMILES	RNase H inhibition
NS(=O)(=O)c1cccc(NC(=O)c2cccs2)c1	23%
CC(C)(C)c1cc(CCC(=O)N2CCN(C(=O)CCc3cc(C(C)(C)C)c(O)c(C(C)(C)C)c3)CC2)cc(C(C)(C)C)c1O	14%
O=C(COC(=O)CN1C(=O)C(=O)c2ccccc21)Nc1cccc(C(F)(F)F)c1	0%
COc1ccc(Cl)cc1C(=O)NC(=S)Nc1nc(-c2ccc(Cl)cc2)cs1	15%

Compound activity (PubChem BioAssay)
